Screening data (PubChem BioAssay)
Tb PFK block: qHTS Assay to Find Inhibitors of T. brucei phosphofructokinase. 330,000 compounds, 0.17% hits. AID 485367, 2010. T. brucei PFK, ADP-Glo luminescence. Potency, µM (doses to about 57.5 µM), for the others: top-dose activity, negative = inhibition, usual class: inhibitors;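 further: potency means the concentration at half of the fitted maximal effect; 0% = uninhibited 1x PFK enzyme wells and -100% = no-enzyme wells; nearly all actives have a fitted effect of over 60% in size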
Target sequence (O15648 whole entry, looked up): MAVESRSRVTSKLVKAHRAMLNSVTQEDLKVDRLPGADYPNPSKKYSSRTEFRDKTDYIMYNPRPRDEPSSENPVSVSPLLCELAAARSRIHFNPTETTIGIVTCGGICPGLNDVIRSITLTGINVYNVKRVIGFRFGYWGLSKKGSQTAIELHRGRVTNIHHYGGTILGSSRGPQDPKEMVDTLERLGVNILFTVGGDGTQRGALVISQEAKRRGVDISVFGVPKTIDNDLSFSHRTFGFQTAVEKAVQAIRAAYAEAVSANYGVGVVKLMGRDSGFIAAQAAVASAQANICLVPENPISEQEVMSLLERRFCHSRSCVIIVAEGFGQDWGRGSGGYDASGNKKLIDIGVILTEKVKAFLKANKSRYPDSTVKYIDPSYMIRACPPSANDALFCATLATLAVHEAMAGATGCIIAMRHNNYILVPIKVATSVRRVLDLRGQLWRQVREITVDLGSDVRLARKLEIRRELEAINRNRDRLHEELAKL
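Compounds were pin-transferred as a titration series up to 57 uM into substrate buffer (0.5 mM F6P, 0.1 mM ATP, pH 8.0), then 1.25 nM PFK was added and reactions ran 45 min before ADP-Glo detection.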
TSHR antagonist: Antagonists of the Thyroid Stimulating Hormone Receptor: HTS campaign | Thyrotropin receptor (Homo sapiens), P16473 | TSHR-expressing cells, TSH-stimulated cAMP HTRF, 2 h; stronger effect = lower value | activity change, negative = inhibition, % at 11.5 µM | 330,000 compounds, 0.2% hits | AID 504810, 2011;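 active means activity change below a set negative limit, meaning inhibition stronger than a set level, cut at about -70% in these data; inconclusive means activity change between two set negative limits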; further: on the % scale 0 is the no-effect control and ±100 the full control effect
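Read-out is FRET at 665 nm (cryptate excitation 337 nm) from a cryptate-tagged anti-cAMP antibody, competed by cell cAMP against cAMP-d2. Compounds are tested on freshly harvested TSHR cells challenged with 4nM TSH (EC80) for 2 hours at 37 deg C.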
Integrin act MD: qHTS for Activators of Integrin-Mediated Alleviation for Muscular Dystrophy. alpha7betagal myoblasts, beta-gal FDG fluorescence, 48 h. AID 624291, 2012. 350,000 compounds, 0.064% hits. Potency, µM (top dose mostly 38.3 µM), inactives show top-dose activation, actives largely listed as activators;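 further: potency means the concentration at half of the fitted maximal effect; 100% = response of the positive control SU9516; nearly all actives have a fitted effect of over 60% in size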
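alpha7betagal+/- myoblasts (passage 13, 250/well) treated 48 h at 37C with compounds at 1:260 dilution of DMSO stock. Lysed, then beta-galactosidase activity read as FDG fluorescence (ex 480/em 540) after 30 min, with pre-read for autofluorescence.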
TCR act: Activators of T cell receptors: qHTS campaign. Potency, µM (doses to about 9.22 µM), without a hit: at the top dose activation of IL-2 secretion, most hits filed as activators. 330,000 tested, under 10 active. primary human leukocytes, anti-CD3, IL-2 HTRF, 48 h. AID 504894, 2011; further: % of control where 0% means no effect
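Readout: HTRF IL-2, Eu-cryptate/d2 antibody pair, 320nm excitation, 665nm emission. Stimulus: a-CD3 beads, no co-stimulation. Cells: primary human leukocytes. Exposure: 48 hr with compound.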
PTAP TSG101 blk: qHTS Assay for Iinhibitors of HIV-1 Budding by Blocking the Interaction of PTAP/TSG101; Fluorescence polarization, FITC-PTAP peptide / Tsg101 binding; Potency, µM (doses to about 115 µM), without a hit: at the top dose activity change, negative = inhibition, actives largely listed as inhibitors; 340,000 tested, under 10 active; AID 493005, 2010; active means well fitted inhibition curve with a large enough effect in the main read-out, with a control signal flat, not every such curve was filed as active; inconclusive means small, poorly fitted or top-dose-only effect, or effect the other way, or a change in a side signal; inactive means no such curve, though single readings can be large or run the other way; further: potency means the concentration at half of the fitted maximal effect; % of control where 0% means no effect
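Fluorescence polarization binding of Tsg101 binding domain (10 uM final) to FITC-labeled PTAP peptide (50 nM final) in HEPES pH 7.5 buffer with NaCl, Tween 20, EDTA, TCEP. Compounds added before peptide; binding 20 min at RT.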
A-T KAP1 phos: qHTS Assay for Identifying a Potential Treatment of Ataxia-Telangiectasia | 320,000 compounds, 0.19% hits | AID 485349, 2010 | […] A-T fibroblasts, KAP-1 phosphorylation AlphaLISA; neocarzinostatin DNA damage 30 min before lysis | Potency, µM (titrated, usually from 57.5 µM), for the others: top-dose activation, actives largely listed as activators; further: potency means the concentration at half of the fitted maximal effect; % of control where 0% means no effect; nearly all actives have a fitted effect of over 45% in size
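ATM-like activity read as KAP-1 phosphorylation via AlphaLISA donor/acceptor antibody pairs after lysis and 6 hr at 25C. Cells were ATM-null patient fibroblasts ([…], hTERT), dosed 60 min, then exposed to the DSB inducer NCS for 30 min.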
Mito fusion yeast: qHTS Assay for Small Molecule Inhibitors of Mitochondrial Division or Activators of Mitochondrial Fusion | S. cerevisiae fusion-defective mutant growth rescue, CellTiterGlo 48 h | Potency, µM (series often up to 46.1 µM), for the others: at the highest dose growth rescue (activation), usual class: activators | 320,000 compounds, 0.23% hits;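 further: potency means the concentration at half of the fitted maximal effect; % of control where 0% means no effect; nearly all actives have a fitted effect of over 45% in size; temperature-sensitive fusion mutants such as fzo1-1 at 37 °C on non-fermentable ethanol glycerol medium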
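Compounds are tested for their ability to restore growth of mitochondrial fusion-defective yeast strains at non-permissive 37C in YPEG medium over 48 hours. Viability is quantified by luciferase luminescence.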
Eya2 inh: qHTS Assay for Inhibitors of the Phosphatase Activity of Eya2 | Protein phosphatase EYA2 (Homo sapiens), O00167 | recombinant Eya2, OMFP fluorescence dephosphorylation (OMFP is methylfluorescein phosphate) | Potency, µM (series often up to 76.9 µM), for the others: at the highest dose activity, negative = inhibition, most hits filed as inhibitors | 330,000 compounds, 0.006% hits | AID 488837, 2010; further: potency means the concentration at half of the fitted maximal effect; on the % scale 0 is the no-effect control and ±100 the full control effect
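Eya2 protein (added as 0.2 uM solution) was preincubated with compound for 10 min at ambient temperature in 50 mM HEPES pH 7.5, 50 mM NaCl, 5 uM MgCl2, 0.05% BSA, 1 mM DTT. OMFP (added at 50 uM) then reacted 10 min; fluorescence read at 485/525 nm.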
ASM inhibitor: Inhibitors of Secretory Acid Sphingomyelinase (S-ASM): qHTS; Sphingomyelin phosphodiesterase (Homo sapiens), P17405; AID 504937, 2011; Potency, µM (highest dose often 57.5 µM), for the others: top-dose activity change, negative = inhibition, hits mostly inhibitors; 340,000 compounds, 0.006% hits; placental ASM, HMU-PC fluorogenic substrate, 60 min; further: potency means the concentration at half of the fitted maximal effect
Target sequence (P17405 47-631 limits assumed): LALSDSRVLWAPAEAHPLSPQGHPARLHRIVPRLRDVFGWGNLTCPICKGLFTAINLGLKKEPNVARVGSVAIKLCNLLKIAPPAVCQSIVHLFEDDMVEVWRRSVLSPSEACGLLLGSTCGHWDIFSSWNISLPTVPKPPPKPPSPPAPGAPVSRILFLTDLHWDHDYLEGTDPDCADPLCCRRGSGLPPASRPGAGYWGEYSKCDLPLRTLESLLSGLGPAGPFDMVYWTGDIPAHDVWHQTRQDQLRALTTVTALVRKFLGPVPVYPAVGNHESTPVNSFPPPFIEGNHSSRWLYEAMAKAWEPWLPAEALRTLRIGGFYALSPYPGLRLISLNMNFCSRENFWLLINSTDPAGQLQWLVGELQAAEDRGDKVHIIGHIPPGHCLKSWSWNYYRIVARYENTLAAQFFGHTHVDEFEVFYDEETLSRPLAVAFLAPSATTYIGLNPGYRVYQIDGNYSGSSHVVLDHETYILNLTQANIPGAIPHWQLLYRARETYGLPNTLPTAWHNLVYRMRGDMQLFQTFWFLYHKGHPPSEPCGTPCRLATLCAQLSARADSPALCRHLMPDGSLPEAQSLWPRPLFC
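qHTS format. ASM enzyme prepared from human placenta hydrolyses the fluorogenic substrate HMU-PC0 (9 uM final) over 60 min at 37 °C after a 10 min compound preincubation.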
Chronic BCR inh: qHTS Assay to Find Inhibitors of Chronic Active B-Cell Receptor Signaling | Potency, µM (top dose mostly 46.1 µM), without a hit: at the top dose ratio change, negative = lower green/red ratio, actives largely listed as inhibitors | ABC-DLBCL IkBa-CBG/CBR reporter, luminescence ratio, 4 h | 340,000 compounds, 0.05% hits; active means well fitted inhibition curve with a large enough effect in the signal ratio, with a control signal flat, not every such curve was filed as active; inconclusive means small, poorly fitted or top-dose-only effect, or effect the other way, or a change in a side signal; the % refers to the signal ratio;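 further: potency means the concentration at half of the fitted maximal effect; plate controls were basal doxycycline-induced cells for no effect and cells given 10 µM MG132 for full effect; MG132 reads +100%, hits lower the ratio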
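TMD8 human ABC-DLBCL cells with doxycycline-inducible IκBα–green luciferase fusion and unfused red luciferase, in 0.5% FBS medium; compounds up to 46 uM, 4 h at 37C. Green/red luminescence ratio, filter-overlap corrected, fitted to concentration-response curves.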
ELG1 repair inh: qHTS screen for small molecules that inhibit ELG1-dependent DNA repair in human embryonic kidney (HEK293T) cells expressing luciferase-tagged ELG1 | HEK293T ELG1-luciferase reporter, luminescence, 16 h; DNA damage induced by 5-fluorouridine | AID 504467, 2011 | 330,000 compounds, 2.3% hits | Potency, µM (series often up to 46.1 µM), without a hit: at the top dose activity change, negative = inhibition, most hits filed as inhibitors; further: potency means the concentration at half of the fitted maximal effect; on the % scale 0 is the no-effect control and ±100 the full control effect; nearly all actives have a fitted effect of over 55% in size
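DMSO vehicle served as the neutral condition. Each well held 2,000 cells given 5-fluorouridine plus compound; after 16 hr at 37 °C/5% CO2, ONE-Glo was added and luciferase measured 30 min later.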
* = called active by the depositor; i = inactive; ? = inconclusive; nt = no result given; [ ] = dose if it differs, or a comment. Unless noted, the call rests on the fitted dose curve; in most records, active means well fitted curve in the direction sought with a large enough effect; inconclusive means small, poorly fitted or top-dose-only effect, or another doubt; inactive means no such curve, though single readings can be large; an effect the other way counts as inactive or inconclusive. Rows were taken by chance (roughly 3.2% active in at least one column).

SMILES	Tb PFK block	TSHR antagonist	Integrin act MD	TCR act	PTAP TSG101 blk	A-T KAP1 phos	Mito fusion yeast	Eya2 inh	ASM inhibitor	Chronic BCR inh	ELG1 repair inh
COC(=O)c1ccc(-n2c(C)cc(C(=O)COC(=O)C3=COCCO3)c2C)cc1	-1%	-9	-27%	-2%	-6%	8%	nt	4%	-3%	1%	?
COc1ccccc1CNC(=O)COC(=O)C1CC1	-6%	5	-13%	7%	-8%	5%	-2%	-10%	3%	3%	?
CCOc1ccc(C(=O)Nc2cccc(-c3nc4cccnc4o3)c2)cc1Cl	5%	-6	?	-4%	-2%	2%	2%	-10%	-3%	-5%	-7%
Cc1cccc(-n2nc3c(c2NC(=O)c2c(F)cccc2F)CS(=O)(=O)C3)c1C	2%	-9	0%	1%	-3%	-3%	-7%	-3%	-3%	0%	4%
CC(C)OC(=O)c1ccc(N2CCN(c3ccccc3F)CC2)nc1	0%	-8	-8%	-5%	-3%	-9%	22%	2%	-1%	?	?
CC1(C)CC(CC(=O)Nc2ccc([N+](=O)[O-])cc2)C(=O)O1 (stereo not drawn)	0%	4	-7%	2%	-5%	3%	0%	-7%	-1%	3%	-2%
O=C(Cn1cnc2cc([N+](=O)[O-])ccc2c1=O)Nc1ccc(N2CCOCC2)cc1	1%	-1	-30%	4%	-8%	-4%	0%	3%	4%	?	-9%
Cc1ccc(C2C3=C(CCCC3=O)Nc3c2c(C)nn3-c2ccccn2)o1 (stereo not drawn)	-6%	1	nt	nt	nt	-2%	4%	1%	nt	?	3%
O=C(CSc1ccccn1)Nc1ccc2c(c1)oc1ccccc12	0%	-4	-10%	3%[46.1 µM]	-2%	5%	-7%	1%	-4%	11%	?
CCOC(=O)C(C)(C)Sc1nc2c(cnn2-c2ccc(Cl)cc2)c(=O)[nH]1	0%	-8	1%	5%	-6%	-18%	7%	7%	-5%	3%	-23%

The last two entries of the part above lead into the next.
SMILES	Tb PFK block	TSHR antagonist	Integrin act MD	TCR act	PTAP TSG101 blk	A-T KAP1 phos	Mito fusion yeast	Eya2 inh	ASM inhibitor	Chronic BCR inh	ELG1 repair inh
O=C(CSc1ccccn1)Nc1ccc2c(c1)oc1ccccc12	0%	-4	-10%	3%[46.1 µM]	-2%	5%	-7%	1%	-4%	11%	?
CCOC(=O)C(C)(C)Sc1nc2c(cnn2-c2ccc(Cl)cc2)c(=O)[nH]1	0%	-8	1%	5%	-6%	-18%	7%	7%	-5%	3%	-23%
O=C(NCCCn1ccnc1)/C(=C/c1ccc(Cl)cc1)NC(=O)c1ccccc1	1%	-6	6%	3%	-2%	1%	11%	-4%	5%	3%	1%
COCCN(C(=O)CCc1ccccc1OC)c1nnc(-c2cccnc2)s1	2%	-4	?	0%	-1%	2%	?	-6%	-6%	-27%	?
COc1ccccc1/C=C/CN1CCC(n2nccc2NC(=O)CCc2ccccc2)CC1	11%	-5	-78%[inhibitor]	-4%	-6%	-5%	-7%	-2%	-3%	?	-14%
Fc1ccc(C2CC(c3cccs3)=NN2c2ccccc2)cc1 (stereo not drawn)	0%	26	-35%	-1%	1%	32µM*	25%	-4%	i	?	-4%
FC(F)(F)c1cccc(N2CCN(c3nnnn3-c3ccccc3)CC2)c1	-1%	-3	-11%	-1%	-4%	-6%	0%	-24%	-6%	-2%	-11%
CCc1cccc(C)c1NC(=O)CCCn1c(=O)c2cccn2c2cccnc21	2%	15	-7%	-5%	0%	2%	-1%	1%	1%	-1%	3%
CCC(=O)NC(Nc1ncc(C)s1)(C(=O)OC)C(F)(F)F (stereo not drawn)	8%	25	25%	1%[46.1 µM]	-2%	-8%	-3%	5%	5%	1%	-1%
Cc1ccc(N(Cc2ccccc2)C(=O)CN2C(=O)NC3(CCCC3)C2=O)cc1	1%	-10	?	-1%	-14%	4%	3%	0%	-6%	4%	6%
Cc1cnc(NC(=O)c2ccc(OCC3CCCO3)cc2)s1 (stereo not drawn)	-3%	-4	-30%	3%	0%	-2%	12%	1%	-3%	?	?
COc1ccc(CC(=O)O/N=C(\N)c2ccc(C)cc2)cc1	-4%	-9	-10%	-5%	3%	9%	-3%	-29%	0%	-6%	?
Cc1ccc(S(=O)(=O)NCCSc2ccccc2)cc1[N+](=O)[O-]	-1%	-2	5%	-2%[46.1 µM]	-3%	-10%	24%	-16%	-13%	0%	-1%
Cc1nc(Cc2ccc(OC(C)C)cc2)[nH]c(=O)c1CC(=O)O	0%	3	13%	5%	0%	3%	-5%	17%	0%	-6%	4%
O=c1c(-c2ccnn2-c2cccc(Cl)c2)cnc2n1CCS2	-1%	1	4%	8%	1%	2%	2%	20%	5%	?	6%
COc1ccc(-c2nc(CS(=O)CC(=O)NC3CCCCC3)c(C)o2)cc1 (stereo not drawn)	0%	-3	-40%	-6%	0%	9%	-5%	-7%	1%	1%	4%
CC(C)=C1SC(N2CCN(c3cccc(Cl)c3)CC2)=NC1=O	-11%	0	-33%	0%[46.1 µM]	-5%	-8%	?	2%	-6%	0%	?
Cc1ccc(F)cc1NC(=O)C1CCCN(c2ncccn2)C1 (stereo not drawn)	2%	-5	-7%	nt	nt	0%	2%	-30%	0%	3%	15%
O=C(O)c1ccccc1C(=O)NCc1cccnc1	2%	4	0%	-3%	-7%	1%	-4%	-10%	0%	0%	14%
COC(=O)c1cc(-c2cccc(OC)c2)c2c(=O)[nH]c(=O)n(C)c2n1	8%	10	15%	-20%	-3%	-7%	6%	11%	8%	0%	-22%
Cc1cc(C)c(C)c(S(=O)(=O)N2CCN(CC(=O)Nc3sccc3C#N)CC2)c1C	8%	7	-8%	5%[46.1 µM]	1%	-2%	1%	4%	-3%	0%	?
CC1=CC(c2ccccc2)n2nc(NC(=O)CCC(=O)O)nc2N1 (stereo not drawn)	2%	-7	7%	14%	-11%	2%	-5%	-14%	nt	0%	22%
CC(C)OC(=O)c1cc(NC(=S)Nc2ccc([N+](=O)[O-])cc2)cc(C(=O)OC(C)C)c1	-22%	-17	-62%[inhibitor]	-9%[46.1 µM]	1%	-3%	1%	-6%	-4%	0%	?
O=C(NC1CCCCC1)C(=S)NCCc1ccccc1	-10%	-14	-34%[inhibitor]	4%	3%	-2%	-2%	2%	-2%	1%	?
O=C(CCS(=O)(=O)c1ccc(Cl)cc1)Nc1nc(-c2cccnc2)cs1	6%	-2	-41%[inhibitor]	-3%	0%	nt	4%	-9%	0%	2%	?
CNC(=S)Nc1ccc(N2CCCC2)c(S(=O)(=O)Nc2ccc(OC)cc2)c1	14%	-2	0%	-7%	-2%	12%	nt	-7%	12%	-6%	-9%
O=C(Nc1ccccc1)Nc1ccc2ocnc2c1	-9%	27	0%	-24%	-4%	-3%	-8%	0%	0%	?	?
O=[N+]([O-])c1ccc2oc(-c3cccc(O)c3)nc2c1	1%	-4	-21%	nt	-2%	10%	11%	-14%	-4%	?	?
CCOc1ccc(-c2csc(NNC3=NCCCCC3)n2)cc1	-13%	1	-12%	-4%	-1%	-5%	5%	3%	1%	-2%	?
Cc1cc(S(=O)(=O)NCC(C)C)ccc1OCC(=O)NC1CC1	1%	-1	?	1%	-3%	8%	2%	-7%	4%	5%	11%
